High-throughput results as filed in PubChem BioAssay.
PfHsp40 rescue: rescue of yeast from PfHsp40 toxicity, primary screen, S. cerevisiae, ATP luminescence | growth rescue, % at 12.5 µM | AID 504582, 2011 | S. cerevisiae expressing PfHsp40, growth rescue | hit rate 0.68% among 340,000; in the data active = growth rescue above about 28%, passing the limit was not always enough; inconclusive = no clear call, values can overlap the other calls;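 note: yeast W303a lacking pdr1 and pdr3 grown in galactose medium; growth measured after three days at 30 °C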
Yp Topo-I inh: Yersinia pestis topoisomerase I inhibitors, primary screen, biochemical, cleavage product accumulation, plate reader, single point. DNA topoisomerase I (Yersinia pestis CO92). Y. pestis Topo-I cleavage product accumulation. activity, % at 10 µM. hit rate 0.064% among 360,000; in the data active = activity above about 50%, passing the limit was not always enough; inconclusive = no clear call, values can overlap the other calls; note: inactives centre near 2
CCHFV vOTU inh: CCHFV vOTU protease inhibitors, primary screen, biochemical, Pep-AMC substrate, fluorescence | AID 651958, 2012 | inhibition, % at 11.5 µM | Crimean-Congo hemorrhagic fever virus L polyprotein viral ovarian tumor (vOTU) protease … | hit rate 0.55% among 370,000; in the data active = inhibition above about 30%; note: 0% = vehicle wells with enzyme and 100% = no enzyme wells
BH1578 lux ind: inducers of Vibrio cholerae quorum light production without autoinducers, primary screen, BH1578 luxS cqsA deficient, single point | V. cholerae BH1578 lux reporter, luminescence, 6 h | activation, % at 18.7 µM | hit rate 0.16% among 350,000 | AID 588436, 2011; in the data active = activation mostly above about 9.7%, no sharp cut-off; inconclusive = no clear call, values can overlap the other calls; inactive = mostly below about 3.7%; note: not every result past the cut was called active; inactives centre near 0; reference of the scale not given here
PriA SSB inh: inhibitors of Klebsiella pneumoniae PriA binding to SSB C-terminal tail, primary screen, biochemical, AlphaScreen | AID 1272365, 2023 | PriA–SSB C-terminal tail interaction (Klebsiella pneumoniae) | hit rate 0.6% among 430,000 | AlphaScreen SSBct-PriA binding, biotinylated peptide | inhibition, % at 33 µM; in the data active = inhibition mostly above about 37%, no sharp cut-off; inactive = mostly below about 20%;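 note: plate controls were negative control peptide for no effect and reference peptide for full effect; strong numbers were not always called active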
BoNT A protease: BoNT/A light chain protease inhibitors, primary screen, biochemical, flow cytometry, MLPCN library; Botulinum neurotoxin type A light chain protease (Clostridium botulinum A str. ATCC 3502); multiplex microsphere protease substrate cleavage; inhibition, % at 10 µM; hit rate 0.17% among 360,000; AID 588499, 2011; note: plate controls were buffer without enzyme for full effect and enzyme alone for no effect
TcdB GH inh: TcdB glycohydrolase inhibitors, primary screen, biochemical, single point, plate reader; Toxin B (Clostridioides difficile), P18177; TcdB glycohydrolase enzymatic assay; inhibition, % at 9.99 µM; hit rate 0.24% among 350,000; AID 652162, 2013; in the data active = inhibition above about 10%
3CLpro inhibitor: SARS-CoV 3CLpro protease inhibitors, primary screen, biochemical, quenched FRET; recombinant SARS-CoV 3CLpro, quenched FRET peptide cleavage; inhibition, % at 6 µM; hit rate 0.14% among 290,000; in the data active = inhibition above about 12%
Anthrax LF inh2: Bacillus anthracis LF protease inhibitors, primary screen, biochemical, multiplex microsphere, MLPCN library; hit rate 0.12% among 360,000; inhibition, % at 10 µM; Lethal factor (Bacillus anthracis), P15917; multiplex microsphere protease cleavage assay; note: plate controls were buffer without enzyme for full effect and enzyme alone for no effect
Target sequence (P15917 whole entry, looked up): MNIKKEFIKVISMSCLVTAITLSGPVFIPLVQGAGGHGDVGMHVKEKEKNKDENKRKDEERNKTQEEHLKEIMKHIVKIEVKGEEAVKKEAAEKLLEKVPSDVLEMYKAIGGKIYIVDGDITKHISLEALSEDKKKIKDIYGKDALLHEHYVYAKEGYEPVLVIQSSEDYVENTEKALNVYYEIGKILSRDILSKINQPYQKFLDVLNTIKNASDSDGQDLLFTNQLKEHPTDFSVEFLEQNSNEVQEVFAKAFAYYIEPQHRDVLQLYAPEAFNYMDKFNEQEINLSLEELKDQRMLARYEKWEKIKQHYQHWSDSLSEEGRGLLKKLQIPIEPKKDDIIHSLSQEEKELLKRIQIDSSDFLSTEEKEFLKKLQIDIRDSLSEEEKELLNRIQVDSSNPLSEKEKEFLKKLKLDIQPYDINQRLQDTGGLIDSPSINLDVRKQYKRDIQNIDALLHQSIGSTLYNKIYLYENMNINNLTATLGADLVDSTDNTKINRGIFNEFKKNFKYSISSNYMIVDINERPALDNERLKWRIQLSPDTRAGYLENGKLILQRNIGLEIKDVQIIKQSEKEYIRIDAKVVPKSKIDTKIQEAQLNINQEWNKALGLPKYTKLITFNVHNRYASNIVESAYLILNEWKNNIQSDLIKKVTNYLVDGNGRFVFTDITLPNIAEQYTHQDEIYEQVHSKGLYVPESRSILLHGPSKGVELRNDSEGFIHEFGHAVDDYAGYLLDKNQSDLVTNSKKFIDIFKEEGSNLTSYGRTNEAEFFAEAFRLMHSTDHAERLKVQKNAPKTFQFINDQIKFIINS
DUSP3 inh: VHR1 phosphatase inhibitors, primary screen, biochemical, absorbance, uHTS | Dual specificity protein phosphatase 3 (Homo sapiens), P51452 | inhibition, % at 13.3 µM | hit rate 0.52% among 290,000 | recombinant VHR phosphatase, pNPP absorbance; in the data active = inhibition above about 50%; note: some compounds called inactive have numbers as strong as hits
Target sequence (P51452 whole entry, looked up): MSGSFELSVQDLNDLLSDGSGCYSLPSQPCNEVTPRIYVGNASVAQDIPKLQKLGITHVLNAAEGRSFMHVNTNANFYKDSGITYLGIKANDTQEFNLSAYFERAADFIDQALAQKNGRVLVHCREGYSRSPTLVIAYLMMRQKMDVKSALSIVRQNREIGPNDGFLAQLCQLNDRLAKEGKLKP
Starred values were filed as active, the others as inactive; i = inactive; ? = inconclusive; . = no result given. Cut-off read from the data, not from the text of the source, unless noted: active = inhibition above about 30%; inconclusive = no clear call, values can overlap the other calls; inactive = below that. The list is partial; count on the stated rates, not on these rows.

Below each compound: Anthrax LF inh2	DUSP3 inh	Yp Topo-I inh	PfHsp40 rescue	TcdB GH inh	3CLpro inhibitor	BoNT A protease	CCHFV vOTU inh	PriA SSB inh	BH1578 lux ind
- O=C(Oc1oc(-c2ccco2)nc1C=Nc1ccc(Cl)cc1)c1ccco1
 : -5.1	24.7	-4.0	-0.5	.	5.0	0.9	9.1	-15.7	5.7
- Cc1cccc(NC(=O)NCC2CC2)c1
 : 9.6	-20.3	-3.5	-1.3	1.3	-0.8	-1.9	-1.0	5.9	0.3
- COc1cccc(C(=O)Nc2cc(NC(=O)c3cccs3)ccc2C)c1OC
 : -14.0	-8.3	-1.5	0.9	0.7	-2.1	3.5	-5.3	1.8	i
- COCCn1c(=NC(=O)/C=C/c2ccccc2Cl)sc2cc(NC(C)=O)ccc21
 : -0.4	5.7	9.2	2.8	.	0.0	0.1	11.5	-5.5	-0.2
- COc1cc(NC(=O)CCn2c(=S)oc3ccccc32)cc(OC)c1OC
 : 3.8	-5.4	7.2	0.4	1.1	-4.9	3.2	7.4	-4.2	i
- O=S(=O)(NCc1cccnc1)c1cccn1-c1ncc(C(F)(F)F)cc1Cl
 : 1.1	19.7	-3.2	0.5	1.3	0.3	0.0	-4.5	-4.1	-0.2
- O=C(NCC1CCCO1)c1ccc2c(=O)n(-c3ccccc3)c(=S)[nH]c2c1 (stereo unspecified)
 : 4.2	16.0	2.5	0.6	-0.2	3.2	-0.4	-9.3	-5.4	0.1
- COc1cc(CN2CCN(CCOCCO)CC2)cc(OC)c1OC
 : -7.2	25.3	-2.1	0.1	.	-1.5	-0.6	0.0	-7.2	i
- COc1cc(OC)cc(C(=O)N/N=C\c2ccoc2)c1
 : -4.8	32.2	-7.7	0.5	1.2	-1.3	1.4	21.3	.	i
- Cc1ccc(N(CC(=O)N/N=C/c2ccc(OC3CSC3)cc2)S(=O)(=O)c2ccccc2)c(C)c1
 : 1.4	19.2	12.4	0.4	.	3.8	-1.4	-11.6	.	0.3
- Cc1nnc(NC(=O)CSc2nnc(CC(=O)Nc3ccccc3C)n2C)s1
 : 14.2	21.1	-1.4	-4.7	0.3	4.7	-2.3	4.7	-9.5	-7.8
- CCOc1ccc(Br)cc1S(=O)(=O)N1CCC(C(=O)O)CC1
 : -7.4	-0.1	-10.5	-0.7	0.9	-4.4	0.8	8.2	-5.0	-0.5
- FC(F)(F)c1cc(N2CCN(Cc3ccccc3)CC2)c2ccccc2n1
 : 7.5	-3.1	-1.7	3.0	0.9	3.9	0.4	-6.3	-11.2	0.5
- CCCN(CCC)C(=O)CSc1nc2ccccc2c(=O)n1C1CCCC1
 : -5.9	9.7	-7.4	0.0	.	0.7	-0.6	9.2	-25.2	-0.7
- COc1ccc(OCc2nn3c(-c4cccc(OC)c4)nnc3s2)cc1
 : -2.8	10.5	5.6	-0.9	.	-0.3	-0.4	19.1	0.8	i
- O=C(c1cccnc1)N1N=C(c2cccs2)CC1c1ccc(F)cc1 (stereo unspecified)
 : -0.2	8.2	-7.5	2.7	0.6	4.2	-0.1	-4.4	-12.4	0.0
- O=C(CNC(=O)c1ccc(N2C(=O)c3ccccc3C2=O)cc1)OCC(=O)c1cccc2ccccc12
 : -2.3	-3.9	11.8	-0.5	.	3.6	-0.1	-13.1	-15.9	-0.9
- N#CC1=C(N)Oc2cc(N)ccc2C1c1ccccc1 (stereo unspecified)
 : -2.1	.	-5.2	-0.1	0.9	.	1.2	-7.0	12.9	0.7
- COc1ccccc1-n1ccnc1SCC(=O)NCc1ccco1
 : -4.4	16.0	0.4	-2.9	1.4	0.0	-0.5	-2.4	-7.7	-1.0
- CCn1nnnc1-c1ccc(OC)c(S(=O)(=O)Nc2ccc(OC)cc2)c1
 : 0.1	7.2	-1.3	4.4	1.4	-1.1	-0.5	-2.1	0.4	-0.3
- COc1ccc(C(C)(C)C)cc1NC(=O)C1CCCO1 (stereo unspecified)
 : 2.0	27.2	2.7	-0.5	-0.6	1.7	10.3	10.5	-15.0	0.1
- COc1ccccc1OCC#CCNC1CCCCC1C (stereo unspecified)
 : -6.4	16.6	2.8	-0.6	0.3	6.5	0.6	-1.7	-0.5	-0.3
- Cc1ccc(N=Nc2[nH]c3ccccc3c2O)cc1
 : -4.4	-7.8	-5.6	3.6	-1.6	1.9	-1.6	-14.5	-7.7	-0.2
- O=C1CCCCCCCN1Cc1ccccc1
 : -0.2	.	1.7	1.5	0.6	.	-1.2	-10.3	-7.3	-0.4
- COc1ccc(NS(=O)(=O)c2ccc3c(c2)NC(=O)CC(=O)N3)cc1OC
 : 2.9	2.8	4.5	-0.2	-0.3	-1.0	1.5	-18.4	-8.5	-0.3
- Cc1ccc(NC(=O)c2cc(NC(=O)CCCC(=O)O)ccc2Cl)cc1Cl
 : 1.5	-2.8	-2.2	-0.2	.	6.2	1.6	0.7	4.0	-1.7
- O=C(CCN1C(=O)c2ccccc2C1=O)N1CCCCCC1
 : -0.6	25.6	-2.2	-0.5	.	5.3	0.2	16.2	-9.2	i
- CCOC(=O)C1=C(C)NC(C)=C(C(=O)OCC)C1C(=O)OCC(=O)NC1(C#N)CCCCC1
 : .	.	26.6	2.3	0.2	.	.	-4.6	-6.5	i
- COc1ccccc1-n1c(-c2ccccc2)nc2ccccc2c1=O
 : 20.4	4.9	-0.7	0.1	0.8	4.0	3.3	6.9	-4.7	0.3
- O=C(Nc1nc(-c2ccc(Oc3ccccc3)cc2)cs1)C1=COCCO1
 : -0.1	-0.2	6.1	0.1	.	1.1	-0.2	-9.8	5.5	-1.6

2 compounds drawn at random from those above, as already listed:
Below each compound: Anthrax LF inh2	DUSP3 inh	Yp Topo-I inh	PfHsp40 rescue	TcdB GH inh	3CLpro inhibitor	BoNT A protease	CCHFV vOTU inh	PriA SSB inh	BH1578 lux ind
- N#CC1=C(N)Oc2cc(N)ccc2C1c1ccccc1 (stereo unspecified)
 : -2.1	.	-5.2	-0.1	0.9	.	1.2	-7.0	12.9	0.7
- Cc1ccc(NC(=O)c2cc(NC(=O)CCCC(=O)O)ccc2Cl)cc1Cl
 : 1.5	-2.8	-2.2	-0.2	.	6.2	1.6	0.7	4.0	-1.7

Additional compounds.
Below each compound: Anthrax LF inh2	DUSP3 inh	Yp Topo-I inh	PfHsp40 rescue	TcdB GH inh	3CLpro inhibitor	BoNT A protease	CCHFV vOTU inh	PriA SSB inh	BH1578 lux ind
- O=C(c1cc(-c2ccco2)nc2ccccc12)N1CCN(Cc2ccccc2)CC1
 : 4.9	.	30.0	0.8	3.5	.	0.2	-55.0	3.7	i
- COc1ccc(C2C3=C(CC(C)(C)CC3=O)OC(N)=C2[N+](=O)[O-])cc1 (stereo unspecified)
 : -0.3	-13.4	-0.7	-0.3	2.3	-3.1	-2.8	-4.7	-2.4	-0.3
- COc1ccccc1NCC(=O)N/N=C/c1cccnc1
 : -1.6	2.5	-6.6	-1.0	.	-1.1	-2.6	1.6	.	-0.6
- Cc1cc2oc(C(=O)Nc3ccc(S(=O)(=O)N4CCCC(C)C4)cc3)cc(=O)c2cc1Cl (stereo unspecified)
 : 1.5	14.1	-11.0	1.2	.	-0.9	-0.1	-18.2	-5.8	i
- O=C(OCC(=O)N1CCCC1)c1ccccc1C(=O)c1ccccc1
 : 2.6	.	3.4	-0.1	1.0	.	0.1	0.6	0.6	i
- O=C1C(C=Nc2ccc(F)cc2)=C(O)c2ccccc21
 : 0.5	1.9	0.3	-1.6	0.3	-0.3	-0.5	-10.3	-2.0	-0.3
- Cc1c(C(=O)NC(C)c2ccncc2)oc2ccccc12 (stereo unspecified)
 : -3.0	-4.1	5.3	-0.8	1.8	-4.3	?	-1.7	-10.3	i
- Cc1ccc(CNC(=O)CCc2nc(-c3cccs3)no2)cc1
 : 6.1	25.0	2.2	-0.8	1.3	-0.6	-0.8	-0.6	-7.0	-0.2
- O=C(C[C@H]1C/C=C\C[C@H](Cc2ccc(F)cc2)C(=O)OC[C@@H]2CCCN2C1=O)N[C@H](CO)Cc1ccccc1
 : -12.1	.	-1.3	-2.6	-0.3	.	-0.4	-5.0	.	i
- CCOC(=O)c1c(-c2ccccc2)csc1NC(=S)NC
 : -3.2	-3.8	-5.0	-1.3	.	-0.3	-0.3	5.5	-16.8	-0.2
- O=C(CSc1nnc(Cn2c(=O)sc3ccccc32)n1-c1ccccc1)N1CCCC1
 : 4.9	13.6	1.7	-0.5	0.7	-0.9	0.4	0.3	-11.5	-0.4
- COC(=O)C(C)N1C(=O)S/C(=C\c2cc(C)n(-c3ccccn3)c2C)C1=O (stereo unspecified)
 : -5.2	36.8	1.4	1.1	.	-2.7	-0.2	3.7	5.9	-0.2
- Cc1cc(NC(=O)CN2CCN(c3ccccn3)CC2)ccc1Br
 : 6.6	19.7	31.6	0.7	0.3	2.0	-2.2	-6.2	-3.4	16.7
- CN1C(=O)/C(=C/c2cccc(Cl)c2)Sc2ccc(C(=O)N3CCCC3)cc21
 : .	6.5	.	.	1.7	4.6	.	0.3	-8.8	.
- Nc1ccccc1N=Nc1ccccc1N
 : -11.7	25.1	-15.6	0.9	2.4	-1.3	-0.4	16.7	82.9*	i
- COc1ccc(-n2c(SCC(=O)N3CCCC(C)C3)nnc2-c2cccnc2)cc1 (stereo unspecified)
 : -1.5	12.1	1.1	-0.5	.	-3.7	0.2	4.1	-3.9	-0.3
- CCN(C(=O)CSc1nnc(-c2ccccc2OC)n1N)c1c(N)n(Cc2ccccc2)c(=O)[nH]c1=O
 : .	.	10.5	0.7	0.1	.	.	-12.0	6.5	1.7
- Nc1c(C(=O)Nc2ccc3c(c2)OCCO3)nnn1CCc1ccccc1
 : -7.4	12.4	7.9	-1.0	1.3	0.6	-0.6	1.9	-3.8	0.4
- CCn1c(C)c(C(C)=O)c(N2CCCC2)nc1=S
 : .	20.0	8.6	-1.8	.	0.0	.	-3.4	-3.0	-0.3
- O=C(CSc1ccc(-c2ccc(Cl)cc2)nn1)Nc1ccc2c(c1)OCCO2
 : -6.1	-10.5	-1.3	1.2	0.7	1.8	-0.1	-0.8	-6.5	-0.6
- Cc1[nH]n(-c2ccccc2)c(=O)c1/C=N/NC(=O)c1ccoc1C
 : -0.7	-11.7	-1.4	0.1	.	5.2	-1.0	6.0	.	i
- C=CCn1c(O)c(C(CC)=NCCc2ccccc2)c(=O)[nH]c1=O
 : -0.4	27.8	-1.2	10.0	.	1.0	?	11.8	5.7	-1.4
- Cc1nc2cc(NC(=O)Nc3ccc(Br)cc3)ccc2o1
 : 1.2	-19.1	-2.1	-0.2	0.9	7.7	-0.5	-4.7	-1.3	1.3
- O=c1[nH]c(NCc2ccco2)nnc1Cc1ccccc1Cl
 : 8.3	-20.3	6.5	1.9	.	5.4	0.3	-4.9	-4.8	-0.3
- COc1ccc(C(=O)c2ccc(Br)cc2)cc1
 : 0.3	12.0	10.2	-0.5	.	4.2	1.5	-15.4	-23.3	-0.2
- O=C(CCN1C(=O)c2ccccc2S1(=O)=O)N1CCN(c2ccccc2F)CC1
 : -2.4	.	17.0	1.3	1.0	.	2.0	6.0	1.9	-0.7
